Bioassay records as filed in PubChem BioAssay.
HTT cytoprotect: cytoprotection in Huntington HTT-Q103 PC12 cell model; PC12 HTT-Q103 induced, cytoprotection, ATP luminescence, 40 h; hit rate 0.14% among 230,000; Potency, µM (top dose mostly 56.4 µM), inactives show cytoprotection (ATP increase), hits mostly activators; active = well fitted activation curve with a large enough effect; inconclusive = small, poorly fitted or top-dose-only effect; inactive = no such curve, though single readings can be large or run the other way;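 note: % of control where 0% means no effect; nearly all actives have a fitted effect of over 45% in size; toxic huntingtin expression switched on by the ecdysone agonist tebufenozide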
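PC12 cells stably carrying ecdysone-inducible Htt exon 1 (Q103)–GFP were induced with 100 nM tebufenozide (final) alongside library compounds in a dose series. Cytoprotection was scored as retained ATP by ATPlite luminescence.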
Starred values were filed as active, the others as inactive; ? = inconclusive; & = joins results of further samples; [ ] = remark or other dose. Potency is the fitted concentration of half-maximal effect.

SMILES,HTT cytoprotect
Clc1ccc(CSC2=NCCN2)cc1Cl,5%[10 µM]
CC1(C)C[C@@H]1C(=O)N/C(=C\CCCCSC[C@H](N)C(=O)O)C(=O)O,23%
O=C(O)[C@@H]1[C@@H](C(=O)Nc2ncccn2)[C@@H]2C=C[C@@H]1O2,14%[10 µM]
NS(=O)(=O)c1ccc(N=Nc2ccc[nH]c2=O)cc1,-10%[10 µM]
O=C(CCn1c(=S)[nH]c2cc3c(cc2c1=O)OCO3)N1CCN(C2CCCCC2)CC1,-1%[0.074 µM]
CCc1ccc(C2CC(c3ccc(C)cc3)n3nc(N)nc3N2)cc1 (stereo not drawn),11%
CC(=O)O[C@H]1CC[C@]2(C)C(=CC[C@H]3[C@H]4C[C@H]5O[C@]6(CC[C@H](C)CN6)[C@H](C)[C@@H]5[C@]4(C)CC[C@@H]32)C1,-3%[10 µM]
Nc1ccccc1N=Nc1c(S(=O)(=O)O)cc2cc(S(=O)(=O)O)cc(O)c2c1O,-10%[10 µM]
Cn1nc(-c2ccc(N3CCOCC3)c(NC(=O)COc3ccccc3)c2)c2ccccc2c1=O,-26%[0.074 µM]
CN1CCN(CCCBr)CC1,-16%[10 µM]
CC(C)(CCc1nc2ccccc2[nH]1)C(=O)O,-2%[10 µM]
Cc1cc(Cl)nc(NC(=O)CSc2ccc(Cl)cc2)n1,5%[10 µM]
CCOC(=O)C1C2C=CC3(CN(c4ccccc4CC)C(=O)C13)O2 (stereo not drawn),-1%[10 µM]
CN(C)c1nc(N2CCCCC2)nc(N2CCCCC2)n1,-8%
COc1ccc(CNc2nc3nc(C)c(Cl)c(C)n3n2)cc1OC,-13%[0.074 µM]
C/C(C[n+]1ccccc1)=N\N=C(N)N,3%[10 µM]
O=C(O[C@H]1CN2CCC1CC2)N1CCc2ccccc2[C@@H]1c1ccccc1,1%
c1ccc2cc(-c3cc(-c4cc(-c5ccc6ccccc6c5)on4)no3)ccc2c1,5%[10 µM]
C[C@@]1(CO)[C@H](O)CC[C@]2(C)[C@@H]1CC[C@H]1C[C@H]3C[C@]12CC[C@]3(O)COC(=O)CN,-18%[10 µM]
OCc1ccncc1.OCc1ccncc1.[Cl][Pt]([Cl])([Cl])[Cl],1%[10 µM]
S=C(CSc1ccccc1)Nc1cccc2ccccc12,-1%[10 µM]
C[C@H]1[C@H](C)CC[C@]2(C(=O)O)CC[C@]3(C)C(=CC[C@@H]4[C@]5(C)C[C@H](O)[C@@H](O)[C@@](C)(CO)[C@@H]5[C@H](O)C[C@@]43C)[C@H]12,-15%[10 µM]
CC(C)CNc1nc(N)[nH]c(=O)c1NC=O,-3%[10 µM]
CN(C)Cc1cc(O)c(O)c(CN(C)C)c1,-4%[10 µM]
Cc1onc(-c2ccccc2Cl)c1C(=O)Nc1cc(=O)n(C)c(=O)n1C,-7%[0.074 µM]
CSc1ncnc2c1ncn2[C@@H]1O[C@@H](CO)[C@H](O)O[C@@H]1O,-56%[inhibitor][10 µM]
N#CC[N+]1(Cc2ccccn2)CCCC1,-6%[10 µM]
CCCS(=O)(=O)NCCc1csc(-c2cccnc2)n1,-1%
C/C(=N\[N+](C)(C)C)c1ccc(C)c(C)c1,21%[10 µM]
C[C@@]1(CCOCc2ccccc2)NC(=O)NC1=O,-5%[10 µM]
CC(C)NC[C@@H](O)c1ccc(O)c2ncccc12,10%[10 µM]
CO/N=C(/C(=O)N[C@@H]1C(=O)N2C(C(=O)O)=C(CSc3nnnn3C)CS[C@H]12)c1csc(N)n1,-14%
COc1ccc(OC)c([C@H]2Nc3ccccc3NC3=C2C(=O)CC(C)(C)C3)c1Br,4%
CC(=O)[C@@H]1CC[C@@H]2[C@@H]3CC=C4C[C@H](OS(=O)(=O)O)CC[C@@]4(C)[C@H]3CC[C@]21C,12%[1.9 µM]
Cc1cc(SCC(=O)Nc2c(C)n(C)n(-c3ccccc3)c2=O)n2c(nc3ccccc32)c1C#N,-7%
CCc1ccccc1S(=O)(=O)Cc1ccc(C(=O)NC(C)C)o1,2%
CC(C)(CC(=O)Nc1ccccc1)C(=O)O,5%[10 µM]
C[C@@H]1C[C@@]2(C)Oc3ccccc3[C@H]3OC[C@]1(COC(=O)Nc1ccccc1)[C@@H](C)[C@@H]32,-11%
C=CCNS(=O)(=O)c1ncnc2nc[nH]c12,8%[10 µM]
Cn1c(=S)c2[nH]c(SCCCc3ccccc3)nc2n(C)c1=O,18%[10 µM]
Nc1ccc2[nH]cc(CCC(=O)O)c2c1,-10%[10 µM]
O=C(c1ccco1)N1CCN(Cc2ccccc2C(F)(F)F)CC1,15%[10 µM]
O=S(=O)(O)c1cc(O)c2c(N=Nc3ccc(Nc4ccccc4)c4c(S(=O)(=O)O)cccc34)cc(S(=O)(=O)O)cc2c1,-250%[inhibitor]
O=C(Nc1cccc(C2=NCCN2)c1)Nc1cccc(C2=NCCN2)c1,?
CC(C)CCCCCCc1ccc(O)cc1,-20%
C=C1NC(=O)c2cc(CN(C)c3ccc(C(=O)N[C@@H](CCC(=O)O)C(=O)O)s3)ccc2N1,?
CCn1ncc(Br)c1C(=O)Nc1sc2c(c1C(=O)OC)CCC2,-16%[0.074 µM]
Oc1c(CN2CCOCC2)ccc(CN2CCOCC2)c1O,13%[10 µM]
C[C@@]12C[C@H](O)[C@@H]3[C@H](CCC4=CC(=O)CC[C@]43C)[C@H]1CC[C@@H]2c1csc(-c2ccccc2)n1,7%[10 µM]
O=c1c2ccccc2sn1-c1ccc(S(=O)(=O)N2CCCCC2)cc1,19%[10 µM]

In the list so far, 2 contain an aryl methoxy group:
SMILES,HTT cytoprotect
COc1ccc(CNc2nc3nc(C)c(Cl)c(C)n3n2)cc1OC,-13%[0.074 µM]
COc1ccc(OC)c([C@H]2Nc3ccccc3NC3=C2C(=O)CC(C)(C)C3)c1Br,4%

New compounds follow
SMILES,HTT cytoprotect
Cc1cc(N2CCN(C3CCCC3)CC2)n2nc(C)c(-c3ccccc3)c2n1,-18%[0.074 µM]
Cc1cc(=O)oc2cc(O)c(CN(C)CC(=O)O)cc12,11%[10 µM]
Cc1cc(=O)[nH]c(/N=C(\N)Nc2ccc(Cl)cc2)n1,7%[10 µM]
O=C(O)c1ccc(SSc2ccc(C(=O)O)cn2)nc1,-4%[10 µM]
CC(C)=C[C@H]1[C@@H](C(=O)Oc2ccccc2C(C)C)C1(C)C,-7%[10 µM]
Nc1nc(SCC(=O)c2ccc(Br)cc2)c2[nH]cnc2n1,6%[10 µM]
C[C@]12CCC(=O)C=C1CC[C@H]1[C@@H]3CC[C@](O)(C(=O)CO)[C@@]3(C)C[C@H](O)[C@@]12F,-31%
c1ccc(B2OC[C@@H]3OB(c4ccccc4)O[C@H]([C@@H]4COB(c5ccccc5)O4)[C@@H]3O2)cc1,2%[10 µM]
C/C(=C\CNc1ncnc2c1ncn2[C@@H]1O[C@@H](CO)[C@@H](O)[C@H]1O)CO,-31%[inhibitor]
CCN(CC)C[C@@H](O)c1ccc2ccc3ccccc3c2c1,11%[10 µM]
CN1CCN(Cc2nc3cccc4c3c([n+]2[O-])-c2ccccc2-4)CC1,5%[10 µM]
C[N+]1(CC2COC(c3ccccc3)(C3CCCCC3)O2)CCCCC1 (stereo not drawn),-59%[inhibitor]
NC(=O)NCCS[C@H]1CCCC[C@@H]1O,-10%[10 µM]
COc1ccc(C(=O)/C(Br)=C/C(=O)O)cc1,?
Cc1ccnc(NS(=O)(=O)c2ccc(N=[N+]=[N-])cc2)n1,-4%[10 µM]
C[C@@H]1C[C@H](C)CN(S(=O)(=O)c2cc(Cl)c(Oc3ccc([N+](=O)[O-])cc3Cl)c(Cl)c2)C1,6%[10 µM]
C[S+](CC[C@H](N)C(=O)O)C[C@H]1O[C@@H](n2cnc3c(N)ncnc32)[C@H](O)[C@@H]1O (stereo partly drawn),17%
CC(C)(C)C(=O)C(Oc1ccc(Cl)cc1)n1ccnc1 (stereo not drawn),-231%[inhibitor]
CC(C)c1ncc([N+](=O)[O-])n1C,-9%
Cn1c(=O)c2[nH]c(SCCN3CCOCC3)nc2n(C)c1=S,-1%[10 µM]
COC(=O)c1sc(NC(=O)c2ccc(OC)cc2OC)nc1C,-61%[inhibitor]
CCOC(=O)c1cnc(N(C)C)nc1SC(=N)N,-3%[10 µM]
NS(=O)(=O)c1ccc(NC(=O)Nc2ccccc2F)cc1,9%[10 µM]
C[C@@H]1CC2C3CCC4=CC(=O)C=C[C@]4(C)[C@@]3(F)[C@@H](O)C[C@]2(C)[C@@]1(O)C(=O)COC(=O)c1cccc(S(=O)(=O)O)c1 (stereo partly drawn),-16%
CC1CC(C)CN(Cc2nc3c(c(=O)n(C)c(=O)n3C)n2Cc2ccccc2Cl)C1 (stereo not drawn),-13%
C=C[C@]1(C)C[C@@H](OC(=O)CSCCN(CC)CC)[C@]2(C)C(C)CC[C@]3(CCC(=O)[C@H]32)[C@@H](C)[C@@H]1O (stereo partly drawn),-1%
C[C@H](CCC(=O)NN)[C@@H]1CC[C@@H]2[C@H]3CC[C@H]4C[C@@H](O)CC[C@@]4(C)[C@@H]3CC[C@]21C,-2%[10 µM]
CCc1nnc(NC(=O)CSc2nnc(CSc3nc(C)cc(C)n3)n2CC)s1,7%[10 µM]
OC[C@@H](O)CNc1ncnc2ccccc12,1%[10 µM]
C[N@@+]1(CC[N@@+]2(C)CCC[C@H]2c2cccnc2)CCC[C@@H]1c1cccnc1,-8%[10 µM]

Molecules from the list above with a Cl atom:
SMILES,HTT cytoprotect
Clc1ccc(CSC2=NCCN2)cc1Cl,5%[10 µM]
Cc1cc(Cl)nc(NC(=O)CSc2ccc(Cl)cc2)n1,5%[10 µM]
COc1ccc(CNc2nc3nc(C)c(Cl)c(C)n3n2)cc1OC,-13%[0.074 µM]
OCc1ccncc1.OCc1ccncc1.[Cl][Pt]([Cl])([Cl])[Cl],1%[10 µM]
Cc1onc(-c2ccccc2Cl)c1C(=O)Nc1cc(=O)n(C)c(=O)n1C,-7%[0.074 µM]
Cc1cc(=O)[nH]c(/N=C(\N)Nc2ccc(Cl)cc2)n1,7%[10 µM]
C[C@@H]1C[C@H](C)CN(S(=O)(=O)c2cc(Cl)c(Oc3ccc([N+](=O)[O-])cc3Cl)c(Cl)c2)C1,6%[10 µM]
CC(C)(C)C(=O)C(Oc1ccc(Cl)cc1)n1ccnc1 (stereo not drawn),-231%[inhibitor]
CC1CC(C)CN(Cc2nc3c(c(=O)n(C)c(=O)n3C)n2Cc2ccccc2Cl)C1 (stereo not drawn),-13%

Remaining list, next part
SMILES,HTT cytoprotect
CC(C)=CCCC(C)N(C=O)C(C)CCC=C(C)C (stereo not drawn),4%
CN(C)CCCN=c1c2ccccc2n(C)c2[nH]c(=O)n(C)c(=O)c12,-65%[inhibitor][10 µM]
CCCn1c(SCC(=O)Nc2cc(C)on2)nc2c1c(=O)n(C)c(=O)n2C,14%[10 µM]
CC(C)CCCC(C)N (stereo not drawn),-12%
N[C@@H]1C=CC=C(C(=O)O)C1,4%[1.9 µM]
O=C(O)CCCCn1ccc(=O)[nH]c1=O,-3%[10 µM]
Oc1ccc(Cl)cc1Cc1cc(Cl)cc(Cc2cc(Cl)ccc2O)c1O,12%[10 µM]
O=C1/C(=C/c2ccccc2)[C@@H](NC2CCCCC2)c2ccccc21,-67%[inhibitor][10 µM]
CN1CCC[C@H](C(=O)OCC(=O)[C@]2(O)CC[C@@H]3[C@H]4CCC5=CC(=O)CC[C@@]5(C)[C@H]4[C@@H](O)C[C@]32C)C1,-20%[10 µM]
NNC(=O)[C@@H](O)[C@H](O)C(=O)NN,-6%[10 µM]
Cc1cccn2c(=O)c(-c3nnn[nH]3)cnc12,1%
COC(=O)c1ccc2c(c1)NC(=O)C1CCCN21 (stereo not drawn),-5%
Cn1c(C(=O)N2CCN(c3ccc(Cl)cc3)CC2)cc2c(=O)n(C)c3ccccc3c21,-13%
N=C(N)SCCc1ccccn1,-15%&3%[10 µM]
Cc1cc(Nc2nc3c(c(=O)n(C)c(=O)n3C)n2C)n(-c2ccccc2)n1,-15%[10 µM]
O=C1c2ccccc2-c2ccc(NC(=O)[C@H]3CCCC[C@@H]3C(=O)O)cc21,-3%[10 µM]
Cc1ccc(NC(=O)c2ccc(S(=O)(=O)N3CCCC3)cc2)cc1,-11%[10 µM]
Cc1ccc(S(=O)(=O)NCc2cccc([N+](=O)[O-])c2)cc1,8%[10 µM]
O=C(O)[C@@H](S)[C@H](S)C(=O)O,21%[10 µM]
COc1ccc2c(c1)CCc1c(-c3noc4c3CCc3cc(OC)ccc3-4)noc1-2,5%[10 µM]
N[C@@H](CC1=CS(=O)(=O)c2ccc(Cl)cc21)C(=O)O,4%[10 µM]
Nc1cc2c(nc3c4ccccc4c(N)cc3[n+]2-c2cccc3ccccc23)c2ccccc12 (tested in a mixture with another compound),-20%[10 µM]
O=C(O)c1ccc(C(=O)c2ccccc2)c(C(=O)O)c1,-9%[10 µM]
CN1CCN(CCCN)CC1,-6%[10 µM]
NS(=O)(=O)c1ccc(N=Nc2ncccc2O)cc1,-8%[10 µM]
Cn1c(=O)n(CCN2CCOCC2)c(=O)c2c1nc1n2CCN1c1ccccc1,-10%[0.074 µM]
CC(=O)OCC(=O)[C@]12OC(C)(C)O[C@@H]1C[C@H]1[C@H]3CC=C4C[C@@H](O)CC[C@]4(C)[C@H]3CC[C@]12C,4%[10 µM]

These rows are one share of the data; the hit share may differ from the screen's.
